Bioassay records: PubChem BioAssay, Fisher Drug Discovery Resource Center
hcGAS lum: inhibitors of human cGAS | Q8N884 | recombinant h-cGAS, ATP depletion, Kinase-Glo luminescence | inhibition, % at 12.5 µM | 0.081% of 290,000 active | AID 1259398;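 also: 0% = vehicle reaction and 100% = reaction without DNA for no activity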
Target sequence (Q8N884 whole entry, looked up): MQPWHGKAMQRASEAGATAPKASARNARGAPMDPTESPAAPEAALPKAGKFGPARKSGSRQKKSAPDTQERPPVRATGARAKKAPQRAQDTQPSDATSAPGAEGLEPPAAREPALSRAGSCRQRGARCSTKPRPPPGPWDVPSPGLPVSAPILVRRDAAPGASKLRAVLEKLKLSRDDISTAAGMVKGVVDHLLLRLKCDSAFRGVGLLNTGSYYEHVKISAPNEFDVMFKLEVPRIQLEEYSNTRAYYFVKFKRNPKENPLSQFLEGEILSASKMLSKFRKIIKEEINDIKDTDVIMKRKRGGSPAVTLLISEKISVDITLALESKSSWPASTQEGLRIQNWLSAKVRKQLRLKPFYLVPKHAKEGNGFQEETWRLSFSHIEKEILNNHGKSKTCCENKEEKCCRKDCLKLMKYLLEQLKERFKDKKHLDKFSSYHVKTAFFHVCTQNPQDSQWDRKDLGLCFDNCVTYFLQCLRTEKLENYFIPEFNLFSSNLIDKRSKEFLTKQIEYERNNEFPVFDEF
mcGAS lum: inhibitors of mouse cGAS. Q8C6L5. inhibition, % at 12.5 µM. 0.15% of 160,000 active. recombinant cGAS, Kinase-Glo ATP depletion luminescence;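 also: 0% = negative control wells and 100% = reference inhibitor with no enzyme activity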
NPYLR7 ag: activates Aedes aegypti NPYLR7 receptor; 0.15% of 270,000 active; activation, % at 10 µM; HEK293T NPYLR7/Galpha15, GCaMP6s calcium fluorescence; in the data active = activation above about 40%;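 also: 0% = vehicle and 100% = reference agonist at the receptor; some compounds past the cut are filed as inactive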
* hit, by the source's call; . = no result given; & = joins results of further samples. Rule as the data show it, unless noted: active = inhibition above about 40%; inactive = the rest.

1: CN(Cc1n[nH]c2c1CCCC2)C(=O)C(c1ccc(F)cc1)N(C)C (stereo not drawn)
2: O=C1C[C@H]2CC[C@@H](CN1)N2C(=O)Cn1nnc2ccccc2c1=O
3: O=C(Nc1cc(C(F)(F)F)no1)c1ccc(Cl)cc1F
4: CCc1nc2n(n1)C(=O)C(C(c1cccs1)N1CCC(O)CC1)S2 (stereo not drawn)
5: O=C(Nc1cc(S(=O)(=O)N2CCOCC2)ccc1N1CCCC1)C12CC3CC(CC(C3)C1)C2
6: Cc1[nH]n(Cc2ccccc2)c(=O)c1C(=O)Nc1ccccn1
Compound	1	2	3	4	5	6
hcGAS lum	-1	-5	-10	-6	-8	-4
mcGAS lum	-8	.	.	-8	-7	.
NPYLR7 ag	1	1	13	-3	-3	-1

7: CC(C)c1noc(CCNC(=O)c2cn3c(n2)CNCC3)n1
8: Cc1[nH]c2ccccc2c1C(=O)C(C)Oc1ccccc1C#N (stereo not drawn)
9: CCOc1cc(C(=O)NCC(=O)Nc2ccc(F)c(F)c2F)ccc1OC
10: Cn1ccnc1SCc1cc(=O)c(OC(=O)c2ccc([N+](=O)[O-])cc2)co1
11: O=C1CCC(C(=O)N2CC=C(c3ccccc3)CC2)CN1CCc1ccccn1 (stereo not drawn)
12: Cc1ccn2c(NC(=O)Cc3ccccc3)c(-c3ccccc3)nc2c1
Compound	7	8	9	10	11	12
hcGAS lum	-5	-2	3	-8	-3&-4	-5
mcGAS lum	.	.	.	-6	.	-10
NPYLR7 ag	3	1	-4	-6	6&16	4

13: COCC1(C(=O)N2CCCC2c2c(C)noc2C)CCC1 (stereo not drawn)
14: Cc1cccc2nc(COc3ccc4ccccc4c3Br)cn12
15: CCCCc1ccc(C(=O)N2CCC3(CC2)C(=O)N(CC(=O)NCC2CCCO2)CN3c2ccccc2)cc1 (stereo not drawn)
16: CN(Cc1ccc(Cl)s1)Cc1cc2c(cc1O)CCC2
17: Nc1ccc2c3c(cccc13)CC2
18: COc1ccc(-c2nnc(NC(=O)c3cccs3)s2)c(OC)c1
Compound	13	14	15	16	17	18
hcGAS lum	-6&-4	-2	-12	-1&4	-12	-2
mcGAS lum	.	.	-10	-1	-5	-7
NPYLR7 ag	13&9	-14	.	-1&-3	-1	-5

19: COc1ccc(C2CC(c3ccccc3)=NN2C(C)=O)cc1 (stereo not drawn)
20: COc1cccc(CN2CCCCC2CN2CCOCC2)c1F (stereo not drawn)
21: O=S(=O)(Nc1cc2c(cc1Br)OCCO2)c1ccccc1F
22: COc1ccc(N2CCN(C(=O)c3nn(-c4ccc(C)cc4)c(=O)cc3OC)CC2)cc1
23: CCN1CCN(c2ccc(N3CCCC(C(=O)NC4CCCCC4)C3)nn2)CC1 (stereo not drawn)
24: COc1ccc(Cn2c(C(=O)N3CC4(C)CC3CC(C)(C)C4)cc3ccsc32)cc1 (stereo not drawn)
Compound	19	20	21	22	23	24
hcGAS lum	0	-6	0	-8	7	-10
mcGAS lum	2	.	-1	-8	0	-5
NPYLR7 ag	-7	13	8	10	.	-3

25: COc1ccc(CN2CCN(c3nc(Cc4ccccc4)nc4c3c(C)nn4-c3ccc(F)cc3)CC2)cc1
26: CC1CN(Cc2nc3c(c(=O)n(C)c(=O)n3C)n2CC(N)=O)CC(C)O1 (stereo not drawn)
27: OCCN1CCN(C2CCC(c3ccc(F)cc3)c3ccc(F)cc32)CC1 (stereo not drawn)
28: CN(C1CCCCC1)S(=O)(=O)N1CCCC(C(=O)N2CCC(C(N)=O)CC2)C1 (stereo not drawn)
29: Fc1ccccc1Cn1ccnc1CNc1ccccc1
30: C=C(C)COc1ccc(-c2nc(N)ncc2Oc2ccc(OC)cc2)c(O)c1
Compound	25	26	27	28	29	30
hcGAS lum	-5	-1	-8	-8	1	-9
mcGAS lum	-4	.	.	.	1	-8
NPYLR7 ag	-1	8	1	5	-2	5

14 entries out of the list, ordered by heavy-atom count, smallest number first:
17: Nc1ccc2c3c(cccc13)CC2
3: O=C(Nc1cc(C(F)(F)F)no1)c1ccc(Cl)cc1F
29: Fc1ccccc1Cn1ccnc1CNc1ccccc1
21: O=S(=O)(Nc1cc2c(cc1Br)OCCO2)c1ccccc1F
14: Cc1cccc2nc(COc3ccc4ccccc4c3Br)cn12
2: O=C1C[C@H]2CC[C@@H](CN1)N2C(=O)Cn1nnc2ccccc2c1=O
1: CN(Cc1n[nH]c2c1CCCC2)C(=O)C(c1ccc(F)cc1)N(C)C (stereo not drawn)
26: CC1CN(Cc2nc3c(c(=O)n(C)c(=O)n3C)n2CC(N)=O)CC(C)O1 (stereo not drawn)
Compound	17	3	29	21	14	2	1	26
hcGAS lum	-12	-10	1	0	-2	-5	-1	-1
mcGAS lum	-5	.	1	-1	.	.	-8	.
NPYLR7 ag	-1	13	-2	8	-14	1	1	8

9: CCOc1cc(C(=O)NCC(=O)Nc2ccc(F)c(F)c2F)ccc1OC
28: CN(C1CCCCC1)S(=O)(=O)N1CCCC(C(=O)N2CCC(C(N)=O)CC2)C1 (stereo not drawn)
11: O=C1CCC(C(=O)N2CC=C(c3ccccc3)CC2)CN1CCc1ccccn1 (stereo not drawn)
22: COc1ccc(N2CCN(C(=O)c3nn(-c4ccc(C)cc4)c(=O)cc3OC)CC2)cc1
5: O=C(Nc1cc(S(=O)(=O)N2CCOCC2)ccc1N1CCCC1)C12CC3CC(CC(C3)C1)C2
25: COc1ccc(CN2CCN(c3nc(Cc4ccccc4)nc4c3c(C)nn4-c3ccc(F)cc3)CC2)cc1
Compound	9	28	11	22	5	25
hcGAS lum	3	-8	-3&-4	-8	-8	-5
mcGAS lum	.	.	.	-8	-7	-4
NPYLR7 ag	-4	5	6&16	10	-3	-1

Additional compounds.
31: Cc1ccnc(NC(=O)Cc2ccc(Br)cc2)c1
32: O=C(CC(c1ccccc1)c1ccc(Cl)cc1)NCCc1cnccn1 (stereo not drawn)
33: CC(C)Oc1ccc(C(=O)Nc2c3c(nn2-c2ccccc2)CS(=O)C3)cc1 (stereo not drawn)
34: O=c1oc2cc(O)ccc2cc1-c1nnc(-c2ccccc2)o1
35: O=C1NC2(CCCC2)N=C1c1ccc(Cl)c(Cl)c1
36: CC(C)c1noc(NC2CCCC2CNC(=O)OC(C)(C)C)n1 (stereo not drawn)
Compound	31	32	33	34	35	36
hcGAS lum	-3	-5	-13	9	-3	-6
mcGAS lum	-8	.	.	-6	.	.
NPYLR7 ag	2	3	-3	35	-2	3

37: COC(=O)C(Cc1ccccc1)NC(=O)CNC(=O)c1ccc(SC)cc1 (stereo not drawn)
38: CN(C)c1ccc(/C=C/CN2CCC3(CC2)C(=O)N(Cc2ccccc2)C(=O)N3C)cc1
39: O=C1OC(C23CC4CC(CC(C4)C2)C3)=NC1=Cc1ccc2c(c1)OCO2
40: COc1ccc(C(CC(=O)N2CCCCCC2)c2ccccc2)cc1 (stereo not drawn)
41: Cc1cccc(-c2c(N)n(C)c3ccccc3c2=O)c1
42: OC(c1ccc(Cl)cc1)c1ncc(-c2cccc(C(F)(F)F)c2)[nH]1 (stereo not drawn)
Compound	37	38	39	40	41	42
hcGAS lum	-4	-5	-6	-2	-4	-2
mcGAS lum	.	-14	-7	.	.	.
NPYLR7 ag	-8	7	0	6	0	1

43: CCOc1ccc(CN(CC)Cc2nc3cc(S(=O)(=O)N(C)C)ccc3n2CC)cc1OC
44: COCc1cn(CC2CCN(C(=O)c3ccc4nccnc4c3)CC2)nn1
45: COc1ccccc1OCc1cc(C(=O)N(C)C2CCSCC2)n[nH]1
46: Cc1nc(C)n(CCC(=O)Nc2cccnc2)n1
47: CCOC(=O)[C@@H]1[C@@H](OC)C(=O)N(C)C12CCN(C(=O)c1ccccc1)CC2
48: CCSc1nc2c(c(=O)[nH]c(=O)n2C)n1CCCc1ccccc1
Compound	43	44	45	46	47	48
hcGAS lum	-6	-5	-6	-8	9	-10
mcGAS lum	.	-12	.	-9	0	.
NPYLR7 ag	-8	-4	7	1	12	2

49: COc1ccc(C(=O)NCC(=O)N=Nc2c(O)[nH]c3ccc([N+](=O)[O-])cc23)cc1OC
50: CCOC(=O)O[C@]1(C(=O)COC(=O)CC)CC[C@H]2[C@@H]3CCC4=CC(=O)C=C[C@]4(C)[C@H]3[C@@H](O)C[C@@]21C
51: COc1cc(COC2CCCN(C(=O)c3ccc(Cl)cc3)C2)cc(OC)c1 (stereo not drawn)
52: CCCc1ccc(C(=O)N2CCCC(O)(CN(C)C)C2)cc1 (stereo not drawn)
53: O=C(CSc1nc2c(c(=O)n1CCc1ccccc1)SCC2)c1ccccc1
54: O=S(=O)(N1CCCCCC1)N1CCN2CCCCC2C1 (stereo not drawn)
Compound	49	50	51	52	53	54
hcGAS lum	-8	-5	1	1	3	-1
mcGAS lum	-5	.	0	-11	1	.
NPYLR7 ag	4	-19	-4	-1	-15	2

55: c1cc(CN2CCc3[nH]cnc3C2c2ccsc2)n(-c2nccs2)c1 (stereo not drawn)
56: O=S(=O)(NCc1cnn2ccccc12)c1cc2ccccc2o1
57: Cc1cc(=O)oc2cc(-n3cnnc3)ccc12
58: CCCCCCc1cc2cc(-c3nc4ccccc4[nH]3)c(=Nc3ccccc3C)oc2cc1O
59: CCc1nc2ccc(C(=O)NCCN3CCCC3)cn2c1N(C)C(=O)COc1ccccc1
60: Cc1nc2sc3c(c2c(=O)[nH]1)CCC3
Compound	55	56	57	58	59	60
hcGAS lum	-4	-2	-1	-2	-6	-1&-5
mcGAS lum	.	.	-10	-4	-3	-2
NPYLR7 ag	14	2	19	5	-6	-6&-1

61: CC(C)NC(=O)N(Cc1cccc(OS(=O)(=O)C(C)C)c1)Cc1ccco1
62: CCS(=O)(=O)NC1CCCN(C(=O)c2cc3ccc(Br)cc3[nH]2)C1 (stereo not drawn)
63: CCCCCCCCCC(=O)Nc1ccc(N2CCCC2)c(C(=O)NC(C)CC)c1 (stereo not drawn)
64: Cc1cccc(C(=O)N2CCCC(N3CCN(c4cccc(Cl)c4)CC3)C2)c1 (stereo not drawn)
65: Cc1nc2sccn2c(=O)c1NC(=O)c1ccccc1C(F)(F)F
66: CCOc1ccc(-c2n[nH]c(=S)n2CC(=O)NC2CCCCCC2)cc1
Compound	61	62	63	64	65	66
hcGAS lum	-10	1	2	-7	-8	-5
mcGAS lum	-12	-1	-5	.	-7	.
NPYLR7 ag	.	3	-2	-1	5	4

67: CCC1COCCN1C(=O)C1CC12CCc1ccccc12 (stereo not drawn)
68: COc1nc2c(cc1C(=O)N1CCC3(CN(C)C(=O)O3)C1)CCC2 (stereo not drawn)
69: CC(C)C(C(=O)O)N1C(=O)/C(=C/c2ccc(O)cc2)SC1=S (stereo not drawn)
70: Cc1ccc(C2c3ccccc3CCN2C(=O)c2ccco2)cc1 (stereo not drawn)
71: CC1CN(C(C)(C)CNc2nc3ccccc3o2)CC(C)O1 (stereo not drawn)
72: COC(=O)c1cc2n(n1)CCN(C(=O)[C@H]1Cc3ccccc3CN1)C2
Compound	67	68	69	70	71	72
hcGAS lum	-5	0	-3	-6	-3	-2
mcGAS lum	.	-7	-5	-9	.	.
NPYLR7 ag	9	11	68*	-3	0	3

73: Oc1ccc(-n2nnnc2SCc2cc3c(cc2Br)OCO3)cc1
74: COCCCN1CC2(CCN(C(=O)c3noc4c3CCCC4)CC2)CC1=O
75: COC(=O)Cn1c(=O)c2c(nc3n(-c4ccc(Cl)cc4)c(C)c(C)n23)n(C)c1=O
76: CN1C[C@H](NC(=O)CN2CCCCCCC2)C[C@H]1CO
77: N#Cc1cccc(COC(=O)CN2C(=O)CCOc3ccccc32)c1
78: Clc1ccccc1C1c2cccn2CCCN1Cc1cccs1 (stereo not drawn)
Compound	73	74	75	76	77	78
hcGAS lum	-3	-11	3	2	-7	-4
mcGAS lum	.	-6	.	0	.	-6
NPYLR7 ag	2	.	8	-1	4	-1

79: CC(C)CCN(C(=O)CN(C)S(C)(=O)=O)C1CCCC1
80: O=C(Nc1ccc(Nc2cc(-n3ccnc3)ncn2)cc1)c1c[nH]c2ccccc12
81: COc1ccc(-n2c(SCC(=O)NCC3CCCCC3)nnc2-c2ccncc2)cc1
82: CCc1nccn1CC(=O)N1CCOC(c2ccc(Cl)c(Cl)c2)C1 (stereo not drawn)
83: O=C(Cc1cc(-c2cc3ccccc3o2)on1)N1CCOCC1
84: OC(COCc1ccccc1)CN(Cc1ccc2c(c1)OCO2)Cc1ccccc1F (stereo not drawn)
85: C=CCNC(=O)COc1coc(CN2CCc3ccccc3C2)cc1=O
86: CCOC(=O)C1=C(O)/C(=C\c2ccc(O)cc2OC)SC1=Nc1cccc(C(F)(F)F)c1
87: Cc1cc(C)cc(-c2nc3cc(C)ccn3c2NC(=O)C2CCCC2)c1
Compound	79	80	81	82	83	84	85	86	87
hcGAS lum	-5	3	-1	-3	-4	-3	-1	-6	-3
mcGAS lum	-17	-3	-5	0	-5	-7	-6	-4	-4
NPYLR7 ag	0	-17	1	1	5	-3	-1	22	-12
